STEP block = STEP (human) phosphatase inhibition; inhibition, % at 20 µM; P54829; recombinant STEP, OMFP fluorogenic substrate, fluorescence; 360,000 tested, 0.25% active; AID 588621;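 active means inhibition at 20 µM, scaled per plate between control wells, above about 37%, limit read from the data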;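 further: 0% = DMSO with enzyme and substrate and 100% = substrate only without enzyme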
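System: STEP (striatal-enriched tyrosine phosphatase) enzyme, cell-free; medium: Bis-Tris pH 6.0 buffer with DTT, detergent; dosing: 20 µM, 1% DMSO; times: reaction 20 min, ambient temperature; detection: fluorescence, 480/540 nm; read-out basis: normalized % inhibition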
LMPTP block = LMPTP (human) inhibition; 360,000 tested, 0.22% active; recombinant LMPTP-A, OMFP fluorogenic substrate, fluorescence intensity; P24666; inhibition, % at 20 µM;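 active means compounds that cut the enzyme signal by at least half of the control window in the single-dose screen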;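 further: plate controls were DMSO wells with enzyme plus substrate for no effect and substrate without enzyme for full effect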
Target sequence (P24666 whole entry, looked up): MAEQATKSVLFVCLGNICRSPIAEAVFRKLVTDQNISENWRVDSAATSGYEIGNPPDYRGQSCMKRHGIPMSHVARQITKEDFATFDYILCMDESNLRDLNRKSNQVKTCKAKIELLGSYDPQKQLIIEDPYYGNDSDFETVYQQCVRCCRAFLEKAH
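material = LMPTP-A | quantity = 0.625 nM enzyme | reagent = OMFP substrate, 400 µM final | buffer or medium = Bis-Tris pH 6.0, DTT, detergent | detection = endpoint fluorescence intensity from OMFP dephosphorylation | dosing = single 20 µM dose | read-out basis = % inhibition relative to no-enzyme and uninhibited control wells | control set = no-enzyme and uninhibited controls | timing = 50 min at room temperature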
NadD inh = blocks S. aureus nicotinate mononucleotide adenylyltransferase | purified NadD enzyme, colorimetric absorbance read-out | inhibition, % at 20 µM | 360,000 tested, 0.78% active; in the data active means inhibition above about 26%; further: some compounds past the cut are filed as inactive
Neddyl block = blocks human cullin neddylation; TR-FRET cullin neddylation, biochemical; calls only at 25 µM; 360,000 tested, 0.58% active; AID 651699; in the data active means inhibition above about 36%
DNMT1 block = inhibitors of human DNMT1; P26358; DNMT1 molecular beacon, Hinp1I cleavage, fluorescence; inhibition (reported as % activation of signal), % at 10 µM; 360,000 tested, 0.83% active; AID 588458; in the data active means inhibition above about 50%
Rpn11 block = Rpn11 (human) deubiquitinase inhibition | O00487 | human 26S proteasome, Ub4-pepOG fluorescence polarization; 20S core pre-blocked with epoxomicin | AID 588493 | 360,000 tested, 0.59% active | calls only at 20 µM;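 active means inhibition at 20 µM, scaled to each plate's controls, above about 33%, limit read from the data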
Target sequence (O00487 whole entry, looked up): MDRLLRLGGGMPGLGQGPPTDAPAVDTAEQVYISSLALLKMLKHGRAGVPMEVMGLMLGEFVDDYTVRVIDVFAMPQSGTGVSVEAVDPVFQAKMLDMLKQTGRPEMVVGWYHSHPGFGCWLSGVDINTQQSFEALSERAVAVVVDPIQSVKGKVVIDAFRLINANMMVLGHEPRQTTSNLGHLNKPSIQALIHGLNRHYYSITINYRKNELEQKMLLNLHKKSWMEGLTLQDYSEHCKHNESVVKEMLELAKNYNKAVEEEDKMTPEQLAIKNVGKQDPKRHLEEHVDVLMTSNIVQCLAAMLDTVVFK
CSN inh = blocks human CSN-mediated cullin deneddylation. Q92905. Purified CSN, SCF-Nedd8-OG deneddylation, fluorescence polarization. inhibition, % at 12.5 µM. 360,000 tested, 0.38% active. AID 651999;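 active means pattern-corrected inhibition above about 35%, with an unprinted fluorescence ratio check between 0.5 and 1.5, limit read from the data, passing the limit was not always enough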;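 further: 0% = enzyme with substrate and 100% = substrate without enzyme; some results filed as inactive read as strong as hits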
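assay system = purified human Csn5 enzyme expressed in HEK293T cells | amount = 0.24 nM enzyme | buffer or medium = Tris/NaCl/DTT buffer, pH 7.5 | reagent = 10 nM SCFSkp2-Nedd8OG | compound = one concentration, 12.5 µM, 0.25% DMSO | times = 90 min reaction at room temperature | signal = FP | read-out basis = % inhibition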
Scp1 inh = inhibitors of human Scp-1 phosphatase; inhibition, % at 20 µM; Q9GZU7; 340,000 tested, 0.88% active; Recombinant Scp1, phosphopeptide, malachite green phosphate absorbance;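 active means inhibition above about 50% at 20 µM, limit read from the data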;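 further: plate controls were DMSO wells with enzyme for no effect and wells lacking enzyme for full effect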
Target sequence (Q9GZU7 76-261 limits assumed): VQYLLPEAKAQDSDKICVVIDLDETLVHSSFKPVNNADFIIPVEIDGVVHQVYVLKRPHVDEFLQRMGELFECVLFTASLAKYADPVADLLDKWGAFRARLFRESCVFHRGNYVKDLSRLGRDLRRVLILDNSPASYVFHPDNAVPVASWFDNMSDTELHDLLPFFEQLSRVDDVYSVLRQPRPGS
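assay system = SCP-1 phosphatase catalytic domain, residues 76-261 | buffer or medium = 50 mM Tris acetate pH 5.5, 0.005% Tween-20, 10 mM MgCl2 | incubation = enzyme reaction 45 min at room temperature, colour 5 min, stabilisation 30 min | signal = Phosphate-binding colour reagent, absorbance read at 630 nm | measure = % inhibition at 20 µM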
Rin1-Abl PPI inh = blocks binding of human Rin1 to Abl | P00519+Q13671 | TR-FRET Rin1/Abl binding, biochemical | inhibition, % at 7.35 µM | 360,000 tested, 0.4% active; in the data active means inhibition above about 5%, passing the limit was not always enough
SUMO1-SIM PPI = SUMO1-SIM interaction modulation | AID 602429 | 360,000 tested, 0.33% active | P63165 | inhibition, % at 20 µM | SUMO1 binding to a labelled peptide, TR-FRET, 1 h; in the data active means inhibition above about 37%
Target sequence (P63165 whole entry, looked up): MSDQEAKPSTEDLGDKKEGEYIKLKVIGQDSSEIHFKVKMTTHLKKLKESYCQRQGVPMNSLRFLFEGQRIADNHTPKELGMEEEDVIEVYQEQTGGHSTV
* hit, by the source's call; & = joins results of further samples.

CCSCc1nnc(SCC(=O)Nc2ccc(OC)cc2)n1C was read as STEP block 1, LMPTP block -1.4, NadD inh 1, Neddyl block inactive, DNMT1 block 2, Rpn11 block inactive, CSN inh -5, Scp1 inh 1, Rin1-Abl PPI inh -2 and SUMO1-SIM PPI 2.
Cc1cc(C)cc(OCC(=O)NCCN2CCOCC2)c1 was read as STEP block 4, LMPTP block -2.1, NadD inh -7, Neddyl block inactive, DNMT1 block -1, Rpn11 block inactive, CSN inh -2, Scp1 inh -3, Rin1-Abl PPI inh -1 and SUMO1-SIM PPI 1.
`COc1cc(/C=C\C(=O)Nc2cc(=O)n(C)c(=O)n2C)cc(OC)c1OC` gave STEP block 1, LMPTP block 1.1, NadD inh -3, Neddyl block inactive, DNMT1 block 0, Rpn11 block inactive, CSN inh -6, Scp1 inh -7, Rin1-Abl PPI inh -4 and SUMO1-SIM PPI -17.
`CC(C)c1ccc(OCc2ccc(C(=O)O)o2)cc1` gave STEP block 2, LMPTP block -0.4, NadD inh -9, Neddyl block inactive, DNMT1 block 20, Rpn11 block inactive, CSN inh 1, Scp1 inh 32, Rin1-Abl PPI inh -1 and SUMO1-SIM PPI 6.
CC(=O)OC[C@@H]1CN(Cc2cccc(C(F)(F)F)c2)C[C@H](n2cnc3c(N4CCOCC4)ncnc32)O1 was read as STEP block 3, LMPTP block -0.1, NadD inh 0, Neddyl block inactive, DNMT1 block -3, Rpn11 block inactive, CSN inh -1, Rin1-Abl PPI inh -2 and SUMO1-SIM PPI 0.
For COc1ccccc1C(=O)NNC(=O)C(=O)NCc1ccccc1 the results were STEP block -2, LMPTP block -0.1, NadD inh -3, Neddyl block inactive, DNMT1 block 1, Rpn11 block inactive, CSN inh 2, Scp1 inh -5, Rin1-Abl PPI inh 0 and SUMO1-SIM PPI 0.
CCCCOC(=O)n1ccc(C(=O)Nc2ccccc2OC)n1 was read as STEP block -1, LMPTP block -0.5, NadD inh 1, Neddyl block inactive, DNMT1 block 2, Rpn11 block inactive, CSN inh 0, Scp1 inh -5, Rin1-Abl PPI inh 3 and SUMO1-SIM PPI -5.
`CC(=O)Oc1ccc(C(=O)Nc2cccc(-c3nnc(-c4ccco4)o3)c2)cc1` gave STEP block 1, LMPTP block 0.3, NadD inh -5, Neddyl block inactive, DNMT1 block 9, Rpn11 block inactive, CSN inh 2, Scp1 inh -4, Rin1-Abl PPI inh -1 and SUMO1-SIM PPI 12.
O=C(Nc1ccccc1)c1cn(CCBr)cn1 was read as STEP block 0, LMPTP block -1.5, NadD inh -4, Neddyl block inactive, DNMT1 block -5, Rpn11 block inactive, CSN inh 3, Scp1 inh 5, Rin1-Abl PPI inh 4 and SUMO1-SIM PPI -5.
`CCCCNC(=S)NCc1ccc2c(c1)cc(C)n2C` gave STEP block 0, LMPTP block 1.5, NadD inh 1, Neddyl block inactive, DNMT1 block -3, Rpn11 block inactive, CSN inh 2, Scp1 inh 6, Rin1-Abl PPI inh -2 and SUMO1-SIM PPI -5.
CC1(C)C(c2ccccc2)=[N+]([O-])C2(CCCCC2=O)N1O (stereo not drawn) was read as STEP block -2, LMPTP block 0.6, NadD inh -1, Neddyl block inactive, DNMT1 block -2, Rpn11 block inactive, CSN inh 3, Scp1 inh -2, Rin1-Abl PPI inh -6 and SUMO1-SIM PPI 1.
Screening CC(=O)OCc1ccc(C2=CC(=O)CC(C)(C)C2=O)cc1 returned STEP block 0, LMPTP block -0.1, NadD inh 1, Neddyl block inactive, DNMT1 block -5, Rpn11 block inactive, CSN inh -3, Rin1-Abl PPI inh 3 and SUMO1-SIM PPI -37.
For Cc1cccc(-n2c(O)c(C=Nc3c(C)n(C)n(-c4ccccc4)c3=O)c3ccccc3c2=O)n1 the results were STEP block -2&-4, LMPTP block -0.6&-1.0, NadD inh 5&0, Neddyl block inactive, DNMT1 block -1&-4, Rpn11 block inactive, CSN inh 3&4, Scp1 inh -4&-7, Rin1-Abl PPI inh 0&-5 and SUMO1-SIM PPI -21&-12.
For COc1cc2c(cc1OC)C(c1ccccc1)NCC2 (stereo not drawn) the results were STEP block 0, LMPTP block -1.2, NadD inh -7, Neddyl block inactive, DNMT1 block -2, Rpn11 block inactive, CSN inh -4, Scp1 inh -13, Rin1-Abl PPI inh -1 and SUMO1-SIM PPI 24.
CC(C)OC(=O)c1nn2c(C(F)(F)F)cc(-c3ccco3)nc2c1Cl was read as STEP block 4, LMPTP block -0.4, NadD inh 2, Neddyl block inactive, DNMT1 block 8, CSN inh 14, Scp1 inh 6, Rin1-Abl PPI inh 2 and SUMO1-SIM PPI 4.
`Cc1ccc2cc3cc(C(=O)N(CC(=O)NC4CCCC4)c4cccc(C)c4C)sc3nc2c1` gave STEP block 2, LMPTP block 4.5, NadD inh 34*, Neddyl block inactive, DNMT1 block -17, Rpn11 block inactive, CSN inh -3, Scp1 inh 20, Rin1-Abl PPI inh -6 and SUMO1-SIM PPI -9.
COc1ccc2c(c1)[nH]c1c(=O)n(CCC3=CCCCC3)cnc12 was read as STEP block -1, LMPTP block -0.4, NadD inh -2, Neddyl block inactive, DNMT1 block 11, Rpn11 block inactive, CSN inh -7, Scp1 inh -8, Rin1-Abl PPI inh 3 and SUMO1-SIM PPI 1.
`CCC(=O)Nc1cc(C(=O)O)ccc1Sc1ccc(Cl)cc1` gave STEP block 0, LMPTP block -0.6, NadD inh -2, Neddyl block inactive, DNMT1 block 7, Rpn11 block inactive, CSN inh -1, Scp1 inh 14, Rin1-Abl PPI inh 1 and SUMO1-SIM PPI -1.
For CC(C)N(Cc1nc(-c2ccc(Cl)cc2)no1)C(=O)/C=C/c1ccccc1 the results were STEP block -1, LMPTP block 3.2, NadD inh -1, Neddyl block inactive, DNMT1 block -1, Rpn11 block inactive, CSN inh 2, Scp1 inh -5, Rin1-Abl PPI inh -1 and SUMO1-SIM PPI 2.
For CCCSC1=C(C#N)C(c2cccnc2)C(C(=O)OCC)=C(c2ccccc2)N1 (stereo not drawn) the results were STEP block -2, LMPTP block 0.5, NadD inh 9, Neddyl block inactive, DNMT1 block -4, Rpn11 block inactive, CSN inh -5, Scp1 inh -5, Rin1-Abl PPI inh -2 and SUMO1-SIM PPI -5.

Arranged by formula weight (rising): part of the list above.
Screening CC(=O)OCc1ccc(C2=CC(=O)CC(C)(C)C2=O)cc1 returned STEP block 0, LMPTP block -0.1, NadD inh 1, Neddyl block inactive, DNMT1 block -5, Rpn11 block inactive, CSN inh -3, Rin1-Abl PPI inh 3 and SUMO1-SIM PPI -37.
CC1(C)C(c2ccccc2)=[N+]([O-])C2(CCCCC2=O)N1O (stereo not drawn) was read as STEP block -2, LMPTP block 0.6, NadD inh -1, Neddyl block inactive, DNMT1 block -2, Rpn11 block inactive, CSN inh 3, Scp1 inh -2, Rin1-Abl PPI inh -6 and SUMO1-SIM PPI 1.
`CCC(=O)Nc1cc(C(=O)O)ccc1Sc1ccc(Cl)cc1` gave STEP block 0, LMPTP block -0.6, NadD inh -2, Neddyl block inactive, DNMT1 block 7, Rpn11 block inactive, CSN inh -1, Scp1 inh 14, Rin1-Abl PPI inh 1 and SUMO1-SIM PPI -1.

Next records.
Screening COC(=O)c1ccc(NC(=O)Nc2ccc(F)c(Cl)c2)cc1 returned STEP block 1, LMPTP block 1.0, NadD inh -13, Neddyl block inactive, DNMT1 block -7, Rpn11 block inactive, CSN inh 4, Scp1 inh -5, Rin1-Abl PPI inh 3 and SUMO1-SIM PPI 1.
Screening CCN1C(=O)CC(N2CCC(C(=O)N3CCOCC3)CC2)C1=O (stereo not drawn) returned STEP block -1, LMPTP block -0.8, NadD inh -6, Neddyl block inactive, DNMT1 block 0, Rpn11 block inactive, CSN inh -9, Scp1 inh -7, Rin1-Abl PPI inh -1 and SUMO1-SIM PPI -1.
`COc1cc2oc(=O)cc(-c3ccc(-c4ccc(F)c(Cl)c4)cc3)c2c(OC)c1OC` gave STEP block 2, LMPTP block 4.4, NadD inh -4, Neddyl block inactive, DNMT1 block -5, Rpn11 block inactive, CSN inh 0, Scp1 inh -7, Rin1-Abl PPI inh 4 and SUMO1-SIM PPI -1.
For CCCCN(CC)CCCNC(=O)c1csc2c1CCCCC2 the results were STEP block 3, LMPTP block -0.8, NadD inh 7, Neddyl block inactive, DNMT1 block 0, Rpn11 block inactive, CSN inh 2, Scp1 inh -1, Rin1-Abl PPI inh 0 and SUMO1-SIM PPI -1.
O=C(/C=C/c1ccccc1Cl)c1ccc(O)cc1 was read as STEP block -1, LMPTP block 2.0, NadD inh -7, Neddyl block inactive, DNMT1 block 4, Rpn11 block inactive, CSN inh 12, Scp1 inh -9, Rin1-Abl PPI inh -1 and SUMO1-SIM PPI -6.
`COc1cccc(C(=O)Nc2c3c(nc4c2CCC4)CCCC3)c1` gave STEP block -5, LMPTP block 0.9, NadD inh -1, Neddyl block inactive, DNMT1 block 2, Rpn11 block inactive, CSN inh -10, Scp1 inh -5, Rin1-Abl PPI inh -3 and SUMO1-SIM PPI 2.
For CCOc1cc(C(=O)Nc2ccc(S(=O)(=O)Nc3onc(C)c3C)cc2)cc(OCC)c1OCC the results were STEP block -2, LMPTP block 0.6, NadD inh 2, Neddyl block inactive, DNMT1 block -1, Rpn11 block inactive, CSN inh -1, Scp1 inh -12, Rin1-Abl PPI inh 1 and SUMO1-SIM PPI 2.
`Cc1c(C(=O)NCc2ccccc2C(F)(F)F)sc(=O)n1Cc1ccc(F)cc1` gave STEP block 0, LMPTP block 2.2, NadD inh 2, Neddyl block inactive, DNMT1 block 7, Rpn11 block inactive, CSN inh -7, Rin1-Abl PPI inh -3 and SUMO1-SIM PPI 8.
Screening COc1ccc(NC(=O)c2c(N)no[n+]2[O-])cc1 returned STEP block -2, LMPTP block -1.5, NadD inh 3, Neddyl block inactive, DNMT1 block 1, Rpn11 block inactive, CSN inh 1, Scp1 inh 1, Rin1-Abl PPI inh 2 and SUMO1-SIM PPI -12.
`CC(=O)Nc1ccc(CC(=O)Nc2ccc3c(c2)OC2(CCCC2)O3)cc1` gave STEP block 1, LMPTP block -0.1, NadD inh 2, Neddyl block inactive, DNMT1 block -2, Rpn11 block inactive, CSN inh -5, Rin1-Abl PPI inh 3 and SUMO1-SIM PPI 4.
Screening Cn1nnnc1SCC(=O)Nc1ncc(Cl)cc1Cl returned STEP block -2, LMPTP block -0.7, NadD inh 2, Neddyl block inactive, DNMT1 block 0, Rpn11 block inactive, CSN inh 4, Scp1 inh -1, Rin1-Abl PPI inh 0 and SUMO1-SIM PPI -1.
Screening COc1ccc(C(=O)Nc2ccnn2C2CCN(C(=O)c3cccnc3)CC2)cc1 returned STEP block 0, LMPTP block -0.1, NadD inh -4, Neddyl block inactive, DNMT1 block 0, Rpn11 block inactive, CSN inh -1, Scp1 inh 13, Rin1-Abl PPI inh 1 and SUMO1-SIM PPI -2.
`CCN(CC)c1ccc(S(=O)(=O)N2CCCCC2)cc1NC(=O)C1=COCCO1` gave STEP block 2, LMPTP block 0.7, NadD inh -6, Neddyl block inactive, DNMT1 block 1, Rpn11 block inactive, CSN inh 3, Scp1 inh -4, Rin1-Abl PPI inh 3 and SUMO1-SIM PPI 3.

Compound activity (PubChem)
